Myeloid diff 2 = compounds promoting myeloid differentiation; ER-HoxA9 myeloid progenitors, lysozyme-GFP differentiation, flow cytometry; calls only at 10 µM; 360,000 tested, 1% active; AID 624256;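 active means normalized GFP-positive differentiation at or above the plate's own cutoff, the solvent-only control mean plus 3 SD; inconclusive means no clear call, values can overlap the other calls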;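 further: cells exposed to compound for four days before flow analysis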
NOD1 inhibition = NOD1 signaling inhibitors, primary screen, cell-based, luminescence, uHTS (AID 1578) | NOD1-driven NF-kB luciferase reporter cells, luminescence; higher % means a stronger effect | inhibition, % at 4 µM, or EC50 in µM where a hit was titrated | 290,000 tested, 1% active; in the data active means inhibition mostly above about 36%, no sharp cut-off; inactive means mostly below about 34%;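 further: HEK-293T reporter cells stimulated with the NOD1 agonist gamma-tri-DAP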
LYP inhibition = inhibitors of LYP phosphatase, biochemical, fluorescence intensity, uHTS (AID 1779); recombinant LYP phosphatase, fluorescence intensity; higher % means a stronger effect; inhibition, % at 11.5 µM; hits with a dose series show IC50 in µM; 290,000 tested, 0.054% active;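 further: plate controls were vehicle with enzyme for no effect and no enzyme for full effect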
KOR beta-arrestin-1 = KOR agonists, beta-arrestin recruitment, primary screen, cell-based, luminescence, uHTS (AID 1777) | KOR beta-arrestin recruitment, luminescence; higher % means a stronger effect | activation, % at 10 µM; hits with a dose series show EC50 in µM | 280,000 tested, 0.02% active; in the data active means activation above about 50%, passing the limit was not always enough; further: a part of the inactive calls stands beside numbers as strong as those of hits
KOR beta-arrestin-2 = kappa opioid receptor blockers – cell-based, luminescence, uHTS (AID 1778) | one-dose inhibition, % at 10 µM; IC50 in µM for titrated hits | 290,000 tested, 0.091% active | KOR beta-arrestin recruitment, luminescence, antagonist mode; higher % means a stronger effect; further: strong numbers were not always called active
Salmonella PhoP GFP = PhoP-dependent GFP reporter repression – Salmonella Typhimurium, primary screen (AID 1863) | S. Typhimurium PhoP-regulated promoter GFP reporter, 4 h; higher % means a stronger effect | one-dose inhibition, % at 50 µM; IC50 in µM for titrated hits | 300,000 tested, 0.16% active;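 active means inhibition over 29.93%, a cutoff 3 SD above the screen mean, later confirmed by dose response; inconclusive means inhibition over 29.93% but no dose response follow-up; inactive means inhibition at most 29.93% or unconfirmed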;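 further: 0% = low Mg2+ inducing control and 100% = high Mg2+ repressing control; strong numbers were not always called active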
HIV peptide binding = cell-free HIV fusion peptide-binding blockers – biochemical, uHTS, fluorescence dequenching, primary screen (AID 1986) | 290,000 tested, 0.3% active | cell-free peptide binding, fluorescence dequenching, 30 min; higher % means a stronger effect | one-dose inhibition, % at 20 µM; IC50 in µM for titrated hits; in the data active means inhibition mostly above about 52%, no sharp cut-off; inactive means mostly below about 76%; further: some results filed as inactive read as strong as hits
NOD2 inhibition = inhibition of NOD2-driven NF-kB reporter – cell-based, luminescence, uHTS, HEK293 (AID 1566); one-dose inhibition, % at 4 µM; EC50 in µM for titrated hits; HEK293 NOD2/NF-kB luciferase reporter, luminescence; higher % means a stronger effect; 290,000 tested, 0.63% active; further: many of its hits are not listed in these tables
Siah-1 displacement = blockers of Siah-1 interaction with plectin peptide – biochemical, fluorescence polarization, rhodamine-plectin, uHTS, primary screen (AID 1817); displacement, % at 20 µM; hits with a dose series show IC50 in µM; 290,000 tested, 0.02% active; Siah-1 / rhodamine-plectin peptide fluorescence polarization; higher % means a stronger effect;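 active means displacement of at least 50% at 20 µM, with a fluorescence ratio check between 0.3 and a set limit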;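 further: plate controls were Siah plus tracer with DMSO for no effect and tracer alone without Siah for full effect; strong numbers were not always called active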
Myeloid diff 2 GFP+ MAC1+ % = recorded beside Myeloid diff 2, whose call it bears; GFP+ MAC1+ double positive, %; measured here: differentiation confirmed by MAC1 staining
The depositor's hits bear a star; i = inactive; ? = inconclusive; . = not tested or not shown; [ ] = remark or other dose. Unless noted, no stated cut-off is given here; in the data, active means inhibition above about 50%; inactive means the rest. Some of the compounds tested; the hit share may differ from the screen's.

SMILES	Myeloid diff 2	Myeloid diff 2 GFP+ MAC1+ %	NOD1 inhibition	LYP inhibition	KOR beta-arrestin-1	KOR beta-arrestin-2	Salmonella PhoP GFP	HIV peptide binding	NOD2 inhibition	Siah-1 displacement
O=C(Nc1ccnn1C1CCN(CCCC2CCCC2)CC1)c1ccccc1Cl	i	0.8	-35%	-5%	3.0%	-14%	4%	0.3%	5%	3%
CC1CCCCC1NC(=O)C1CCC(CNS(=O)(=O)c2ccccc2)CC1 (stereo not drawn)	i	0.1	4%	-7%	0.9%	-10%	-7%	4.2%	1%	-2%
COc1ccc(OC2OC3COC(c4ccco4)OC3C(O)C2NC(C)=O)cc1 (stereo not drawn)	i	0.0	-32%	4%	-5.6%	6%	5%	-0.3%	-11%	5%
COc1cccc(NC(=O)C2C(c3ccccc3)C2(Cl)Cl)c1 (stereo not drawn)	i	0.5	-20%	-5%	0.7%	-49%[20 µM]	-1%	1.1%	2%	3%
CCOc1ccccc1-c1nc(-c2ccc(NC(=O)c3ccc(Br)o3)cc2)no1	.	.	-28%	5%	5.3%	33%	-6%	-1.1%	2%	-1%
COc1cc(C)c(Cl)cc1S(=O)(=O)n1cnc2ccccc21	i	9.2	6%	-2%	-3.1%	-22%	-3%	3.9%	6%	0%
CCOC(=O)Cc1nnc2c(Nc3ccc(Cl)cc3)nc3nonc3n12	i	0.9	62%	5%	0.4%	5%	-6%	2.5%	14%	-3%
CCn1cc(C(=O)NC2CC3CCC2C3)c(=O)c2ccc(C)nc21 (stereo not drawn)	.	.	-3%	-6%	4.3%	-1%	.	0.3%	6%	-1%
O=C(COc1ccc(Cl)cc1Cl)OCn1nnc2ccccc2c1=O	i	1.6	-34%	-3%	-0.9%	18%	8%	-2.4%	-2%	1%
COc1ccc(OC)c(NC(=O)NNC(=O)COc2ccc(F)cc2F)c1	i	0.5	-3%	-10%	-2.1%	11%	4%	-0.5%	0%	-5%
COc1cc(C2NC(=S)NC3=C2C(=O)CCC3)ccc1O (stereo not drawn)	i	0.5	-23%	-8%	3.8%	-22%	-4%	0.6%	0%	10%
Cc1cc(NC(=O)CSc2nnc(Nc3ccccc3C)s2)no1	i	0.2	2%	-12%	-0.6%	-4%	-8%	1.2%	18%	13%
CSc1cccc(NC(=O)CSc2nc3ccccc3o2)c1	i	1.2	-26%	1%	3.6%	-7%	0%	0.0%	-64%	-2%
O=[N+]([O-])c1ccc(P(=O)(Cc2ccccc2)c2ccccc2O)cc1 (stereo not drawn)	i	0.4	-7%	-5%	-1.6%	12%	6%	-1.4%	-11%	3%
Cc1noc(C(=O)Nc2cccc(Cl)c2)c1Cl	i	0.5	-10%	-9%	2.5%	-30%	3%	0.0%	-16%	-4%
Cc1cccc(C)c1NC(=O)COC(=O)Cc1ccsc1	i	0.8	-11%	-8%	-0.1%	30%	-1%	1.6%	16%	6%
CCC(Oc1ccccc1)C(=O)NC1CCCCCC1 (stereo not drawn)	i	0.0	-4%	-6%	-1.0%	-24%	-3%	2.7%	-11%	3%
Cc1cc(NCc2ccccn2)n2nc(C)c(-c3ccccc3)c2n1	?	.	2%	2%	1.2%	-20%	-12%	0.3%	-3%	5%
COc1cccc(NC(=O)C2CCCN2C(=O)Nc2ccccc2)c1 (stereo not drawn)	i	0.6	-13%	-14%	0.3%	0%	0%	1.1%	19%	6%
COc1ccc(OC)c(C2=NO[C@@](CC(=O)O)(C(=O)Nc3ccc4c(c3)OCCO4)C2)c1	i	0.3	-20%	-8%	5.5%	-16%	7%	1.1%	2%	3%

Next part; it opens with the 2 that closed the last part.
SMILES	Myeloid diff 2	Myeloid diff 2 GFP+ MAC1+ %	NOD1 inhibition	LYP inhibition	KOR beta-arrestin-1	KOR beta-arrestin-2	Salmonella PhoP GFP	HIV peptide binding	NOD2 inhibition	Siah-1 displacement
COc1cccc(NC(=O)C2CCCN2C(=O)Nc2ccccc2)c1 (stereo not drawn)	i	0.6	-13%	-14%	0.3%	0%	0%	1.1%	19%	6%
COc1ccc(OC)c(C2=NO[C@@](CC(=O)O)(C(=O)Nc3ccc4c(c3)OCCO4)C2)c1	i	0.3	-20%	-8%	5.5%	-16%	7%	1.1%	2%	3%
CCOC(=O)CSC1=C(C#N)C(c2ccc(Cl)cc2)C(C(=O)OC)C(=O)N1 (stereo not drawn)	i	6.1	-17%	2%	9.8%	10%	-13%	2.4%	-2%	4%
COc1c(C)cc(C(=O)C2CCCN(C(=O)c3csc(C)n3)C2)cc1C (stereo not drawn)	i	3.6	12%	-11%	-3.7%	-36%	-2%	1.2%	22%	1%
Cc1ccc(N2C(=O)[C@@H]3C(c4ccc(F)cc4)=NO[C@@H]3C2=O)cc1	i	0.7	-24%	-8%	-6.9%	7%	-9%	1.8%	4%	-4%
O=C1c2ccccc2C(=O)N1CCCOc1ccccc1	i	0.9	-35%	-8%	-1.2%	30%	6%	-0.1%	-29%	2%
CC(Sc1nnnn1C)C(=O)Nc1ccc(N2CCOCC2)cc1 (stereo not drawn)	i	1.9	-37%	3%	-5.2%	-18%	15%	3.2%	-10%	-2%
O=C(CCCCn1c(=O)c2ccccc2n(Cc2ccc(F)cc2Cl)c1=O)NCc1ccco1	i	0.6	-18%	7%	-6.2%	-20%	7%	1.5%	-1%	4%
COC(=O)c1cc(NC(=O)c2cccc(C(F)(F)F)c2)c(=O)oc1C/C=N/OCc1cccc(Cl)c1Cl	i	0.8	-5%	3%	7.9%	-45%	0%	0.2%	15%	1%
O=C(Nc1ccnn1C1CCN(Cc2ccc(Cl)cc2)CC1)C1CCCC1	i	0.0	-10%	4%	0.4%	-19%	-4%	1.4%	10%	2%
COc1ccc(NC(=S)N(Cc2ccc(Cl)cc2)Cc2ccc(C(=O)O)cc2)cc1Cl	i	0.6	-6%	6%	4.6%	-31%	-4%	33%	7%	28%
CCCN(CCC)C(=O)CC(c1ccccc1)c1cc(C)ccc1O (stereo not drawn)	i	0.6	-15%	4%	1.4%	-18%	3%	0.7%	-13%	5%
N#CCc1nn(-c2ccc(Cl)cc2)c(N)c1C#N	i	0.4	-34%	-1%	9.2%	6%	11%	5.2%	1%	4%
Cc1cc(C)nc(NC(=O)c2cc([N+](=O)[O-])cc([N+](=O)[O-])c2)n1	i	0.5	-30%	-4%	-2.2%	36%	-10%	2.5%	2%	10%
Cc1ccc(CN2C(=O)CSC2c2ccc(F)cc2)cc1 (stereo not drawn)	i	0.4	-22%	-8%	-3.5%	14%	.	-2.0%	-5%	1%
Cc1cccc(Oc2ccccc2NC(=O)c2cnccn2)c1	i	0.4	25%	-11%	0.1%	-31%	-9%	5.7%	-10%	-6%
COc1cccc(C(=O)Nc2ccc3c(c2)C(=O)c2ccccc2C3=O)c1	i	0.2	-37%	-6%	37%	-20%	-2%	-7.3%	-19%	-8%
CCN(CC)S(=O)(=O)c1ccc(/C=C/C(=O)OCC(=O)N(C)C)cc1	i	0.5	-17%	-5%	-3.8%	-4%	-4%	0.5%	15%	6%
Cc1ccc(Cl)cc1N(CC(=O)NC1CCCCC1)S(C)(=O)=O	i	5.1	-12%	-6%	-3.9%	5%	5%	-0.9%	-12%	0%
CCCC(=O)NC(NC(=S)Nc1c(C)n(C)n(-c2ccccc2)c1=O)C(Cl)(Cl)Cl (stereo not drawn)	i	1.0	-10%	-2%	-4.0%	-7%	-1%	1.3%	14%	2%
COc1ccc(N/C=C\C(=O)c2ccc3ccccc3c2)cc1	i	0.5	-52%	-12%	-5.2%	-5%[20 µM]	5%	-0.3%	-39%	-4%
O=C(Nc1ccc(-c2csc(-c3ccccc3)n2)cc1)c1ccccc1Cl	i	0.8	20%	-8%	2.6%	-13%	-5%	0.1%	-15%	2%

Record cards, from the list above:
`Cc1ccc(CN2C(=O)CSC2c2ccc(F)cc2)cc1` (stereo not drawn) across the screens: Myeloid diff 2 = i; Myeloid diff 2 GFP+ MAC1+ % = 0.4; NOD1 inhibition = -22%; LYP inhibition = -8%; KOR beta-arrestin-1 = -3.5%; KOR beta-arrestin-2 = 14%; Salmonella PhoP GFP = .; HIV peptide binding = -2.0%; NOD2 inhibition = -5%; Siah-1 displacement = 1%
`Cc1ccc(N2C(=O)[C@@H]3C(c4ccc(F)cc4)=NO[C@@H]3C2=O)cc1` across the screens: Myeloid diff 2 = i; Myeloid diff 2 GFP+ MAC1+ % = 0.7; NOD1 inhibition = -24%; LYP inhibition = -8%; KOR beta-arrestin-1 = -6.9%; KOR beta-arrestin-2 = 7%; Salmonella PhoP GFP = -9%; HIV peptide binding = 1.8%; NOD2 inhibition = 4%; Siah-1 displacement = -4%
`Cc1cc(C)nc(NC(=O)c2cc([N+](=O)[O-])cc([N+](=O)[O-])c2)n1` across the screens: Myeloid diff 2 = i; Myeloid diff 2 GFP+ MAC1+ % = 0.5; NOD1 inhibition = -30%; LYP inhibition = -4%; KOR beta-arrestin-1 = -2.2%; KOR beta-arrestin-2 = 36%; Salmonella PhoP GFP = -10%; HIV peptide binding = 2.5%; NOD2 inhibition = 2%; Siah-1 displacement = 10%

Continued.
SMILES	Myeloid diff 2	Myeloid diff 2 GFP+ MAC1+ %	NOD1 inhibition	LYP inhibition	KOR beta-arrestin-1	KOR beta-arrestin-2	Salmonella PhoP GFP	HIV peptide binding	NOD2 inhibition	Siah-1 displacement
Cc1cccc(NC(=O)NC2CC3CCC(C2)N3Cc2ccco2)c1 (stereo not drawn)	i	0.4	-21%	-3%	-2.3%	0%[20 µM]	-5%	0.0%	10%	-4%
Cc1ccc(NC(=O)c2cc3cccc([N+](=O)[O-])c3[nH]2)cc1	i	0.1	-6%	-7%	3.1%	-11%	1%	-1.4%	-140%	67%
COC(=O)N/N=C/c1cn(Cc2ccccc2F)c2ccccc12	i	0.8	7%	-4%	2.1%	10%	-4%	-0.3%	24%	-4%
CC(=O)Nc1ccc(S(=O)(=O)N2CCN(c3nnnn3-c3ccccc3)CC2)cc1	.	.	-25%	-3%	-0.8%	6%	9%	-0.7%	-7%	0%
Cc1cc(C(=O)OCC(=O)NC2CCCCC2)c(C)o1	i	1.0	10%	-11%	4.2%	4%	-8%	-1.3%	9%	4%
O=C(NCCCNC(=O)c1ccccn1)c1ccc(F)cc1	i	0.5	13%	-6%	2.2%	-11%	-2%	2.0%	6%	1%
CCCOc1ccc(CSC(=N)N)cc1C(=O)OC	i	0.5	-2%	-7%	0.4%	16%	4%	-1.7%	10%	2%
O=C(NNC(=O)c1ccccc1-n1cccc1)c1ccc(Cl)cc1Cl	i	0.9	1%	-10%	8.2%	9%	5%	1.0%	11%	3%
CN(CC(=O)Nc1ccccc1Br)C(=O)c1cccc([N+](=O)[O-])c1	i	0.7	-33%	-12%	-0.9%	-12%	4%	-0.8%	-3%	12%
COc1cnc(-c2ccccn2)nc1Sc1ccccc1Cl	i	0.6	46%	-6%	0.0%	-17%	7%	-4.8%	22%	-2%
CC(=O)Nc1sc(NC(=O)c2ccccc2)nc1-c1cccs1	i	0.9	-17%	-5%	-6.0%	-4%	-14%	1.2%	18%	4%
CN(Cc1ccccc1)c1nc(-c2cccc([N+](=O)[O-])c2)nc2ccccc12	i	0.5	35%	-4%	-4.5%	34%	-10%	-0.6%	5%	5%

Screening results from PubChem BioAssay.
